# Screening results from PubChem.
# EPAC1 agonist = qHTS for Agonist of cAMP-regulated guanine nucleotide exchange factor 3 (EPAC1): primary screen; Rap guanine nucleotide exchange factor 3 (Homo sapiens), O95398; EPAC1 agonist qHTS, biochemical assay; response scale: 100% = response to 6.5 mM cAMP; Potency, µM (doses to about 154 µM), without a hit: at the top dose activation, actives largely listed as activators; 0.073% of 360,000 active; AID 720707, 2013; note: potency is the fitted concentration of half-maximal effect; nearly all actives have a fitted effect of over 60% in size
#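 Nucleotide exchange by EPAC1 (100 nM) on Rap1B–BODIPY-GDP (250 nM) in the presence of 50 uM GDP is tracked fluorescently at 480/540 nm over 30 min. Signals are normalized to a 6.5 mM cAMP control.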
# PLK1 PBD block = qHTS for Inhibitors of PLK1-PDB (polo-like kinase 1 - polo-box domain): Primary Screen. Potency, µM, without a hit: max response, negative = inhibition, hits mostly inhibitors. 2.8% of 360,000 active. Serine/threonine-protein kinase PLK1 (Homo sapiens), P53350. Plk1 PBD binding of FITC phosphopeptide, fluorescence polarization; note: potency is the fitted concentration of half-maximal effect; series mostly up to about 57 µM; % is set by controls: 0 for no effect and ±100 for the full control effect; nearly all actives have a fitted effect of over 65% in size
# Mm-Cpn inhibitor = Inhibitors of TCP-1 ring complex (TRiC) of Methanococcus maripaludis (MmCpn): qHTS | purified Mm-Cpn ATPase, ADP Transcreener TR-FRET | 0.031% of 330,000 active | Potency, µM (series often up to 76.9 µM), for the others: at the highest dose activity, negative = inhibition, usual class: inhibitors; note: potency is the fitted concentration of half-maximal effect; % is set by controls: 0 for no effect and ±100 for the full control effect; nearly all actives have a fitted effect of over 80% in size
#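 Eu-cryptate anti-ADP/ADP-d2 competition gives a ratio inversely related to ADP. Enzyme at 25 nM was pre-exposed to compound for 10 min, then given 10 uM ATP for 30 min, 37°C throughout.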
# EPAC2 antag = qHTS for Antagonist of cAMP-regulated guanine nucleotide exchange factor 2 (EPAC2): primary screen; Rap guanine nucleotide exchange factor 4 (Homo sapiens), Q8WZA2; EPAC2 GEF exchange of Rap1B-BODIPY-GDP, fluorescence; Potency, µM (doses to about 114 µM), without a hit: at the top dose activity, negative = inhibition, hits mostly inhibitors; 0.18% of 360,000 active; AID 720708, 2013; note: potency is the fitted concentration of half-maximal effect; % is set by controls: 0 for no effect and ±100 for the full control effect; nearly all actives have a fitted effect of over 45% in size; many of its hits are not listed in these tables
# WRN inhibitor = qHTS for Inhibitors of WRN Helicase. 0.46% of 360,000 active. WRN helicase unwinding, fluorescent forked duplex, kinetic. Bifunctional 3'-5' exonuclease/ATP-dependent helicase WRN (Homo sapiens), Q14191. Potency, µM (series often up to 114 µM), inactives show top-dose activity change, negative = inhibition, hits mostly inhibitors; note: potency is the fitted concentration of half-maximal effect; % is set by controls: 0 for no effect and ±100 for the full control effect; nearly all actives have a fitted effect of over 55% in size
# Target sequence (Q14191 whole entry, looked up): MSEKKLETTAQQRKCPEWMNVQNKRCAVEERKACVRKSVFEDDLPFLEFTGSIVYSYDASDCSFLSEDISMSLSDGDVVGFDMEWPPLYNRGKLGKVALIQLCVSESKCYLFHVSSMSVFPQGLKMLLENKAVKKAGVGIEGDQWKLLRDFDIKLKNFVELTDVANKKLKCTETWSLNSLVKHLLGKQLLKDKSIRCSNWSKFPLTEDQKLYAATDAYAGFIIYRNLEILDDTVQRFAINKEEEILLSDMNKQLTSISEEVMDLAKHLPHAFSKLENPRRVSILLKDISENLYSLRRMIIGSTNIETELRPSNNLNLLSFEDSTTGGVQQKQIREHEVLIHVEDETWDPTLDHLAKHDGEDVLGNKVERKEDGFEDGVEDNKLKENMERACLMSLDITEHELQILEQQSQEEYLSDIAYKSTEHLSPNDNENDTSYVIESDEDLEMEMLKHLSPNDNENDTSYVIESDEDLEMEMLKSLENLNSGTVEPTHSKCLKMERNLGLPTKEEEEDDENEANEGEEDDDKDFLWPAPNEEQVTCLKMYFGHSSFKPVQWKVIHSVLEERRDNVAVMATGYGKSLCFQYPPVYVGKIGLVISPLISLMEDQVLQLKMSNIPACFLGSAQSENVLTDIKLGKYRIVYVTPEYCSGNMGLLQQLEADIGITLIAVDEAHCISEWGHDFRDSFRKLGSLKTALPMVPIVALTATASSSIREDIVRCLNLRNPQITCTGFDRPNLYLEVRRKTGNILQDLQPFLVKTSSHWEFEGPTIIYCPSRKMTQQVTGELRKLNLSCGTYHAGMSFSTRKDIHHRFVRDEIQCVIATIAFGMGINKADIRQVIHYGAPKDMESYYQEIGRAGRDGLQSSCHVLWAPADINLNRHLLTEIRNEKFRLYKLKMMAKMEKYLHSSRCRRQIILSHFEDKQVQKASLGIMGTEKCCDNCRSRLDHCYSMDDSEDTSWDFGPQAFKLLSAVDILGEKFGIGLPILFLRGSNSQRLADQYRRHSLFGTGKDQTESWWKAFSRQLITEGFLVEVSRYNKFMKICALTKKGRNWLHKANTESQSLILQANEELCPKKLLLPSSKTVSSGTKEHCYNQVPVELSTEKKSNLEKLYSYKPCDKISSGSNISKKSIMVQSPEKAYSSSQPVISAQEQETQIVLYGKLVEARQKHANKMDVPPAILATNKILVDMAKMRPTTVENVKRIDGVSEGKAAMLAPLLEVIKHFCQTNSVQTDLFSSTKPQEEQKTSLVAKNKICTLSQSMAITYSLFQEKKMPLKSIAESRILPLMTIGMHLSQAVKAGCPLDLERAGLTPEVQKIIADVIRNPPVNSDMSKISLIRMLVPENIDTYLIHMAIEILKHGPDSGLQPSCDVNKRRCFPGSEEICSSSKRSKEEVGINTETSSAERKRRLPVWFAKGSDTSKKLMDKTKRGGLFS
#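 Primary qHTS, 1536-well format. 20 nM WRN + compound, 15 min RT; start with 100 nM forked fluorophore/quencher duplex, 2 mM ATP (final); kinetic read ex 525/em 598 nm.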
# PI5P4Ka inh = qHTS for Inhibitors of phosphatidylinositol 5-phosphate 4-kinase (PI5P4K); Phosphatidylinositol 5-phosphate 4-kinase type-2 alpha (Homo sapiens), P48426; PI5P4Kalpha enzyme, ADP-Glo luminescence, 60 min; active compounds read low; max response, %; 1.2% of 330,000 active; AID 652105, 2013; active = max response of -50% or lower; inconclusive = between -30% and -50%; inactive = -30% or higher; note: value at the top dose of about 77 µM; % is set by controls: 0 for no effect and ±100 for the full control effect
#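 PI5P4Kalpha ADP-Glo assay; 5 microM ATP final; 60 min RT reaction; HEPES pH 7.4/EGTA/CHAPS, 5% DMSO; controls lacking substrate or enzyme; luminescent end-point.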
# CCT chaperon mod = High-Throughput Screening for Modulators of Cytosolic Chaperonin Activity; purified chaperonin ATPase assay, HTRF ADP detection, 30 min; activity change, % (test concentration not listed), hits read low; 0.3% of 360,000 active; AID 651819, 2012; in the data active = activity change below about -30%; note: % is set by controls: 0 for no effect and ±100 for the full control effect
#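 ATPase activity: ADP formed was measured by HTRF Transcreener (665/615 nm ratio) after 30 min at 37 deg C with 10 uM ATP. Compounds screened at one 76 uM concentration against 40 or 20 nM TRiC in Tris pH 7.4/KCl/MgCl2/DTT buffer.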
# EPAC1 antagonist = qHTS for Antagonist of cAMP-regulated guanine nucleotide exchange factor 3 (EPAC1): primary screen; Potency, µM (doses to about 115 µM), for the others: at the top dose activity change, negative = inhibition, most hits filed as inhibitors; EPAC1 GEF assay, Rap1b-BODIPY-GDP exchange fluorescence; 0.14% of 360,000 active; Rap guanine nucleotide exchange factor 3 (Homo sapiens), O95398;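 note: potency is the fitted concentration of half-maximal effect; plate controls were vehicle for no effect and positive control for full effect; nearly all actives have a fitted effect of over 50% in size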
# Numbers without * were called inactive; ? = inconclusive; . = no result given; & = joins results of further samples; [ ] = another dose, or the depositor's remark. Unless noted, calls come from the whole dose curve; as a rule, active = well fitted curve in the direction sought with a large enough effect; inconclusive = small, poorly fitted or top-dose-only effect, or another doubt; inactive = no such curve, though single readings can be large; an effect the other way counts as inactive or inconclusive.
SMILES,EPAC1 agonist,PLK1 PBD block,Mm-Cpn inhibitor,EPAC2 antag,WRN inhibitor,PI5P4Ka inh,CCT chaperon mod,EPAC1 antagonist
CN(C)C(=O)OCc1c(-c2ccccc2)ncc2ccccc12,-7%,-6%,0%,2%,-2%,5,-0.8,?
COc1cc(C(C)=O)ccc1OCC(O)CN1CCN(S(=O)(=O)c2ccccc2)CC1 (configuration not stated),7%,-9%,-8%,-3%,-24%[57.1 µM],0,0.1,13%
O=C(Nc1ccn(CCCNCC2CCCO2)c(=O)n1)OCc1ccccc1 (configuration not stated),-13%,-5%,.,-1%,7%,3,-1.0,-10%
O=C(N/N=C/c1cccc(O)c1)c1cc(-c2ccc3c(c2)OCO3)n[nH]1,5%,3%,5%,14%,4%,-21,-0.3,7%
CCC(=O)N(Cc1cc(=O)[nH]c2ccccc12)c1ccc(C)cc1C,5%,-5%,-5%,-16%,-5%[57.1 µM],6,-1.8,-14%
Cc1ccc2[nH]c(=O)c3cc(C(=O)NCCC(C)C)sc3c2c1,3%,0%,1%,19%,1%,-6,1.7,4%
OCC[C@@H]1C[C@H](O)[C@@H](O)[C@@]2(OCCc3cc(Cl)ccc32)O1,9%,-9%,.,6%,2%,5,-0.8,19%
Cc1cc(OC(C)C(=O)NC(Cc2c[nH]c3ccc(O)cc23)C(=O)O)c2c(C)cc(=O)oc2c1 (configuration not stated),-3%,-2%,-1%,-5%,-5%,0,-0.7,-7%
NC(=O)c1ccsc1NC(=O)COC(=O)Cc1ccsc1,2%,-10%,0%,0%,-11%,1,-2.0,-3%
CC1CCCCC1NC(=O)COC(=O)c1cc(=O)c2ccccc2o1 (configuration not stated),5%,-10%,-1%,2%,-1%,1,-2.4,1%
COc1ccc2[nH]c3c(c2c1)CCN1C(=O)C(CC(=O)NCCc2ccccn2)C[C@H](C(=O)N2CCCCC2)[C@@]31CCc1ccccc1 (some centres not stated),6%,-5%,2%,-5%,0%,-5,0.3,-8%
COc1ccccc1-n1c(SCC(=O)c2ccc(O)cc2O)nc2cc([N+](=O)[O-])ccc21,18%,-15%,-5%,-3%,-23%,-27,1.3,-15%
Brc1cc(Br)c2ncnc(N3CCCCC3)c2c1,12%,-11%,-17%,-3%,-4%,-5,-4.0,-15%
COc1cc(OC)cc(C(=O)NC(C)CNc2ccc(Cl)cc2[N+](=O)[O-])c1 (configuration not stated),4%,-7%,2%,-8%,-6%,11,-4.4,-26%
CCN(C[C@H]1N[C@@](Cc2ccccc2)(C(=O)OC)[C@H]2C(=O)N(C)C(=O)[C@@H]12)S(=O)(=O)c1ccc(C(C)(C)C)cc1,-15%,-8%,0%,7%,5%,-7,0.2,1%
CC(C)(C)NS(=O)(=O)c1ccc(NC(=O)c2cc(-c3ccccc3)nc3ccccc23)cc1,2%,-4%,1%,-8%,-12%,-3,-3.4,2%
O=[N+]([O-])c1cccc(S(=O)(=O)c2ccc(NCCOCCO)c([N+](=O)[O-])c2)c1,0%,-4%,0%,-7%,3%,5,-7.4,-12%
CC1Cc2ccccc2N1C(=O)CSc1nc2ccccc2s1 (configuration not stated),1%,-8%,-1%,-6%,-6%,-5,-1.7,-1%
CN1CCN(C(=O)c2ccccc2NC(=O)CCN2C(=O)c3ccccc3C2=O)CC1,-1%,2%,-1%,4%,-7%[57.1 µM],-9,-1.0,1%
Cc1cc(C)c(S(=O)(=O)N2CCN(C(=O)N3CCCCC3)CC2)c(C)c1,6%,-11%,-3%,-4%,-3%,2,-0.7,-12%
O=C(/C=C/c1ccccc1)Nc1cccc(C(=O)NCCc2ccccc2)c1,-14%,-10%,.,-4%,0%,4,-0.7,0%
Cc1cc(NC(=O)c2ccccc2Cl)no1,-4%,-8%,-1%,0%,-5%,0,-3.4,-18%
CC(=O)Nc1cccc(Oc2ncccc2[N+](=O)[O-])c1,-1%,-2%,2%,14%,-2%,4,0.7,14%
N/C(=N\C(=S)Nc1ccc2c(c1)OCO2)c1ccccc1,-6%,1%,.,7%,0%,-2,-1.2,14%
COc1ccc(CCNC(=O)c2cc3sccc3n2C)cc1OC,-3%,-4%,-5%,2%,7%,.,2.9,4%
O=C(O)CNC(=O)C1COc2ccccc2O1 (configuration not stated),9%,-12%,-6%,-7%,6%,-8,-6.6,3%
COc1ccc(C2=C/C(=C\c3ccccc3OC(C)=O)C(=O)O2)cc1,2%,-4%,0%,-13%,7%,2,-0.9,13%
Cc1cc(C(=O)OCn2nnc3ccccc3c2=O)c(C)o1,-2%,-7%,1%,-7%,-6%,0,-3.6,-3%
Cc1csc(NC(=O)c2ccc(C)c([N+](=O)[O-])c2)n1,-1%,-3%,2%,-3%,1%,1,1.3,5%
O=[n+]1c2c(n([O-])c3cc(Cl)ccc31)CCCC2,11%,-3%,-1%,-6%,-14%,-11,-0.1,1%
Cc1ccccc1/C=N/NC(=O)c1sccc1C,-5%,-7%,-3%,-3%,7%,-5,-3.9,-6%
CCN(CC)c1ncnc2c1cnn2Cc1ccc(C)cc1,5%,0%,1%,-17%,-9%,-6,-1.0,-6%
Cc1ccc2nc(-c3ccc(C#N)cc3)c(Cc3ccccc3C(F)(F)F)n2c1,-15%,5%,.,-5%,-11%,-7,-0.7,-24%
CCOC(=O)C1CCCN(C(=O)c2cccc3ccccc23)C1 (configuration not stated),1%,-11%,2%,-4%,-6%,1,-0.4,-5%
O=C(COC(=O)c1cccnc1Nc1ccccc1F)NCc1ccc2c(c1)OCO2,0%,-5%,-2%,3%,13%,.,-0.2,?
O=C(CCC(=O)N(CC(=O)NC1CCCCC1)CC1CCCO1)Nc1nccs1 (configuration not stated),-4%,27µM*,-2%,9%,12%,-8,-1.4,8%
Cc1ccc(S(=O)(=O)N(C)C(=O)NC(=O)NS(=O)(=O)c2ccccc2)cc1,-13%,-5%,2%,-10%,-2%,1,-2.1,-4%
COc1ccc(NC(=O)CN(C)S(=O)(=O)c2ccccc2)cc1OC,14%,-2%,3%,-2%,-3%,.,0.2,0%
Cc1ccc(C(=O)O)cc1NC(=O)c1ccc(Cn2nc(C)c(Cl)c2C)o1,-4%,-10%,-2%,7%,-8%,-3,0.0,-2%
COC(=O)c1sc2ccccc2c1NC(=O)c1coc2ccccc2c1=O,5%,?,0%,8%,-19%[57.1 µM],6,-1.7,-2%

# Structures above shown as hits in PLK1 PBD block:
mol | PLK1 PBD block | Mm-Cpn inhibitor | EPAC2 antag | WRN inhibitor | PI5P4Ka inh | CCT chaperon mod | EPAC1 antagonist
O=C(CCC(=O)N(CC(=O)NC1CCCCC1)CC1CCCO1)Nc1nccs1 (configuration not stated) | 27µM* | -2% | 9% | 12% | -8 | -1.4 | 8%

# An excerpt from above in order of heavy-atom count, rising.
SMILES,EPAC1 agonist,PLK1 PBD block,Mm-Cpn inhibitor,EPAC2 antag,WRN inhibitor,PI5P4Ka inh,CCT chaperon mod,EPAC1 antagonist
Cc1cc(NC(=O)c2ccccc2Cl)no1,-4%,-8%,-1%,0%,-5%,0,-3.4,-18%
CC(=O)Nc1cccc(Oc2ncccc2[N+](=O)[O-])c1,-1%,-2%,2%,14%,-2%,4,0.7,14%
CCN(CC)c1ncnc2c1cnn2Cc1ccc(C)cc1,5%,0%,1%,-17%,-9%,-6,-1.0,-6%
COc1ccc(NC(=O)CN(C)S(=O)(=O)c2ccccc2)cc1OC,14%,-2%,3%,-2%,-3%,.,0.2,0%
O=C(/C=C/c1ccccc1)Nc1cccc(C(=O)NCCc2ccccc2)c1,-14%,-10%,.,-4%,0%,4,-0.7,0%

# The main list resumes, repeating the three entries before the break.
SMILES,EPAC1 agonist,PLK1 PBD block,Mm-Cpn inhibitor,EPAC2 antag,WRN inhibitor,PI5P4Ka inh,CCT chaperon mod,EPAC1 antagonist
COc1ccc(NC(=O)CN(C)S(=O)(=O)c2ccccc2)cc1OC,14%,-2%,3%,-2%,-3%,.,0.2,0%
Cc1ccc(C(=O)O)cc1NC(=O)c1ccc(Cn2nc(C)c(Cl)c2C)o1,-4%,-10%,-2%,7%,-8%,-3,0.0,-2%
COC(=O)c1sc2ccccc2c1NC(=O)c1coc2ccccc2c1=O,5%,?,0%,8%,-19%[57.1 µM],6,-1.7,-2%
Cc1ccccc1COn1nnc2ccc(S(=O)(=O)N3CCOCC3)cc21,-49%[inhibitor],0%,1%,-7%,-11%,2,-8.0,-3%
N#CC(CC(=O)c1ccc(Cl)cc1)c1ccccc1 (configuration not stated),5%,-10%,.,-3%,0%,17,-1.6,-19%
Cc1ccc(OCC(=O)NNC(=O)CSC(=S)N2CCCC2)cc1,0%,-11%,-1%,-7%,-10%,-9,0.7,13%
COc1ccc(NC(=O)CS(=O)(=O)c2ccc(Br)cc2)cc1,9%,-6%,2%,3%,-6%,0,-1.1,1%
COc1cc(C(=O)Nc2ccc3oc(-c4cccnc4)nc3c2)cc(OC)c1OC,3%,-3%&-2%,-2%,-8%,-25%,0,-1.7,6%
O=C(CSc1nc(O)cc(=O)n1-c1ccccc1)NCc1ccccc1,2%,-14%,1%,-2%,-18%,.,-1.1,-2%
Cc1ccc(NC(=O)CNC(=O)c2cccc(C)c2)nc1,13%,3%,0%,0%,-6%,-5,0.6,2%
N#Cc1ccc(S(=O)(=O)N2CCC(C(=O)Nc3cccc(C(=O)NC4CC4)c3)CC2)cc1,-7%,3%,3%,-1%,-6%,3,0.7,-7%
COc1ccc(OC)c(S(=O)(=O)n2nnc3ccccc32)c1,4%,-13%,-4%,-4%,4%,3,3.2,-9%

# A run of entries taken from the entries so far:
SMILES,EPAC1 agonist,PLK1 PBD block,Mm-Cpn inhibitor,EPAC2 antag,WRN inhibitor,PI5P4Ka inh,CCT chaperon mod,EPAC1 antagonist
N#Cc1ccc(S(=O)(=O)N2CCC(C(=O)Nc3cccc(C(=O)NC4CC4)c3)CC2)cc1,-7%,3%,3%,-1%,-6%,3,0.7,-7%
COc1ccc(OC)c(S(=O)(=O)n2nnc3ccccc32)c1,4%,-13%,-4%,-4%,4%,3,3.2,-9%

# The list is partial, so the mix of outcomes need not match the whole.
